KLF5 inh: kruppel-like factor 5 inhibition; DLD-1 KLF5 promoter-luciferase reporter, luminescence; inhibition, % at 5 µM; actives 0.23% (n = 290,000); AID 1700;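 active = inhibition above a per-plate limit of that plate's mean compound inhibition plus 3 SD, cut at about 60% in these data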;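 also: 0% = DMSO wells and 100% = LY294002 at 200 µM; higher means less KLF5 promoter-driven luciferase light; inactives centre near -14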
HSF1 inhib: HSF1 inhibition | NIH3T3-HGL HSE-luciferase, MG132-induced, luminescence 8 h; active compounds read low | activity change, negative = inhibition, % at 7.5 µM (by protocol) | actives 0.77% (n = 300,000);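 active = more than half of replicate wells show activity change below -50%, luminescence cut by over half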;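 also: luciferase reports HSF-1 transcriptional activity via heat shock element; 0% = median of DMSO wells and -100% = zero luminescence signal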
GSK3 alpha inh: blocks human GSK-3 alpha kinase. actives 0.1% (n = 320,000). inhibition, % at 10 µM. AID 2650. ADP-Glo luminescence, 60 min. P49840;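 in the data active = inhibition above about 50%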;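 also: GST-tagged GSK-3 alpha with peptide substrate and 25 µM ATP; 0% = DMSO neutral wells and 100% = GW8510 positive control wells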
Target sequence (P49840 whole entry, looked up): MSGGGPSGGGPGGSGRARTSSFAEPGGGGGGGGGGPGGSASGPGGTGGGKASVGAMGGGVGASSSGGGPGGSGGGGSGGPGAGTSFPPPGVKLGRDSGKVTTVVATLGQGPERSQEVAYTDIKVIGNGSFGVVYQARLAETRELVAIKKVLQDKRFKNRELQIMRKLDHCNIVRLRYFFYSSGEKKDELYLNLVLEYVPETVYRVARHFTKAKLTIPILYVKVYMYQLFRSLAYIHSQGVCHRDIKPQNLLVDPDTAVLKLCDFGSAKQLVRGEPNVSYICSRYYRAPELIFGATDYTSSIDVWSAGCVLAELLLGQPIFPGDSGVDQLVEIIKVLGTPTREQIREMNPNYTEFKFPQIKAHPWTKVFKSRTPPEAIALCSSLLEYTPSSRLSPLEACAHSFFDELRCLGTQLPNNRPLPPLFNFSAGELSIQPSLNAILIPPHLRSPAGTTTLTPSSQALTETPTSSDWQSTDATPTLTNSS
aSyn UTR inh: 5' untranslated region of α-synuclein, MLPCN primary screen. AID 1813. alpha-synuclein 5'UTR reporter, inhibitor activity. actives 0.82% (n = 300,000). inhibition, % (tested at 7.5 µM); in the data active = inhibition above about 60%;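 also: H4 neuroglioblastoma cells stably carrying SNCA 5'UTR luciferase fusion; 0% = DMSO wells and 100% = positive control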
HSF-1 act: increases HSF-1 driven luciferase reporter signal. AID 504408. actives 1.7% (n = 300,000). activation, % at 9 µM. NIH3T3-HGL HSF-1 luciferase reporter, MG132, 8 h; 100% = twice DMSO control signal;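 active = mean replicate activation of at least 50% with a set share of replicates each reaching 50%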;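 also: 0% = median of the neutral control wells and 100% = twice that signal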
GSK3B inh: human GSK3beta kinase inhibition; activity score (negative = inhibition), % at 10 µM; actives 0.038% (n = 300,000); GST-GSK3beta kinase, ADP-Glo luminescence, 60 min; active compounds read low; P49841;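 active = more than half of replicate wells score below -50%, meaning over 50% inhibition versus plate controls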;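 also: 0% = median DMSO wells and -100% = median GW8510 positive control wells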
Target sequence (P49841 whole entry, looked up): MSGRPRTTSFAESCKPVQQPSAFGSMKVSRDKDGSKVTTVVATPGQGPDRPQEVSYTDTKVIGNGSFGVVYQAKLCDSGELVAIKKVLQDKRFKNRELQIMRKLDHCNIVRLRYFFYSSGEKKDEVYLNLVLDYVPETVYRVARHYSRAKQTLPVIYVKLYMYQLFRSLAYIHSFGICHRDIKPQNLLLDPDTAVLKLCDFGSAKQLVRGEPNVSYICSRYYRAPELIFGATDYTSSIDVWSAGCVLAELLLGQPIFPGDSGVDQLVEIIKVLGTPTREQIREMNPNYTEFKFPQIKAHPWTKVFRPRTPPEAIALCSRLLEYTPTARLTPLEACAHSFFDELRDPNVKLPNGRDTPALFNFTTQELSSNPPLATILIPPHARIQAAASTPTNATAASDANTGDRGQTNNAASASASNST
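Test system: GST-tagged human GSK3beta kinase, cell-free; evaluation: activity score scaled between in-plate DMSO and GW8510 controls; measured by: ADP-Glo luminescence; incubation: 60 min reaction, RT; benchmarks: DMSO and 20 µM GW8510; reagent: peptide substrate plus 25 µM ATP (final); medium: Tris/MgCl2 kinase buffer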
IEC-6 cytotox: counter-screen for KLF5 inhibitors: cytotoxicity in IEC-6 cells; AID 1825; IEC-6 cytotoxicity, luminescence viability; actives 0.78% (n = 290,000); inhibition, % at 5 µM; in the data active = inhibition above about 22%;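 also: 0% = plate median of test compound wells and 100% = cytotoxic reference compound wells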
PolyA inhibitor: blocks polyadenylation in yeast reporter cells | S. cerevisiae SKY197-pL101 polyadenylation reporter, beta-gal luminescence; efflux-impaired pdr1/pdr3 knockout yeast; score 100 = 6 SD above DMSO | calls only at 12 µM | actives 0.02% (n = 300,000) | AID 1875;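 active = lowest replicate activity score at least 50, where 100 means six control SD above control mean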;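 also: yeast exposed to compound for 9 h at 30 °C; higher score means more reporter readthrough which indicates perturbed polyadenylation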
AI-2 QS modul: modulators of Vibrio harveyi AI-2 quorum sensing system; Vibrio harveyi JMH597 AI-2 luminescence/OD600 ratio, 9 h; active compounds read low; strain lacks LuxN and CqsS sensors; 0 = neutral-control median; activity change, % at 7.5 µM; actives 0.4% (n = 300,000); in the data active = activity change below about -75%, passing the limit was not always enough;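 also: luminescence divided by OD600 gain over 9 h not by final OD600 alone; inactives centre near 13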
HSP90 inh: blocks HSP90-mediated luciferase refolding in reticulocyte lysate. Rabbit reticulocyte lysate, luciferase refolding luminescence, 3 h. inhibition, % at 5.6 µM. actives 0.91% (n = 290,000);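 active = inhibition above the screen-wide mean plus 3 SD, computed separately per campaign, cut at about 16% in these data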;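 also: 0% = DMSO wells and 100% = 60 µM geldanamycin wells; inhibitors lower the luminescence because luciferase stays unfolded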
Active calls of the source: *; i = inactive; · = no result given. This is a subset; the hit share may differ from the screen's.

Start of the data: the first 2 records as a preview:
SMILES | KLF5 inh | HSF1 inhib | GSK3 alpha inh | aSyn UTR inh | HSF-1 act | GSK3B inh | IEC-6 cytotox | PolyA inhibitor | AI-2 QS modul | HSP90 inh
CC(=O)Nc1cc(NC(C)=O)c2nc(N)sc2c1 | 16 | 1 | 0 | -11 | -11 | 4 | -3 | i | 6 | 1
CC(=O)Nc1ccc(S(=O)(=O)NNC(=O)C2CCCCC2)cc1 | -47 | -2 | 4 | -3 | 4 | 2 | 3 | i | 18 | -1

Results (from the top)
SMILES | KLF5 inh | HSF1 inhib | GSK3 alpha inh | aSyn UTR inh | HSF-1 act | GSK3B inh | IEC-6 cytotox | PolyA inhibitor | AI-2 QS modul | HSP90 inh
CC(=O)Nc1cc(NC(C)=O)c2nc(N)sc2c1 | 16 | 1 | 0 | -11 | -11 | 4 | -3 | i | 6 | 1
CC(=O)Nc1ccc(S(=O)(=O)NNC(=O)C2CCCCC2)cc1 | -47 | -2 | 4 | -3 | 4 | 2 | 3 | i | 18 | -1
Cc1ccc2[nH]c3c(c2c1)CN(C(=O)CN1CCCCC1)CC3 | -20 | -3 | -2 | 19 | -3 | 2 | -2 | i | 28 | -2
Cc1c(NC(=O)C2CCN(S(=O)(=O)c3cccs3)CC2)c(=O)n(-c2ccccc2)n1C | -17 | -4 | 0 | 7 | -2 | -3 | -4 | i | 23 | 0
COc1ccc(-c2ccc(/C=N/NC(=O)c3cccnc3)o2)c([N+](=O)[O-])c1 | 3 | 3 | · | 13 | 3 | -2 | 2 | i | 14 | 1
O=C(NCc1ccccn1)c1coc(=O)c(Br)c1 | -4 | -12 | -4 | -35 | 0 | 0 | 6 | i | 9 | 3
CCOC(=O)c1c(-c2ccccc2)oc2ccc(OC)cc12 | -37 | -4 | -1 | -23 | 4 | 3 | 3 | i | 17 | 1
CN(CC(=O)Nc1ccc(F)c(F)c1)S(=O)(=O)c1cccc2cccnc12 | -3 | -2 | -1 | 24 | 10 | 0 | 0 | i | 11 | 1
CS(=O)(=O)N(CCc1ccccc1)CC(=O)Nc1ccc(OCc2ccccc2)cc1 | -10 | -7 | 0 | 10 | -2 | 0 | 10 | i | 26 | 3
COC(=O)C(C)Oc1ccc2c(c1)O/C(=C\c1cccc(Br)c1)C2=O (stereo unspecified) | -8 | 0 | 0 | -1 | -4 | -25 | 5 | i | 15 | 1
CCC1CCc2c(sc3ncnc(N4CCOCC4)c23)C1 (stereo unspecified) | -16 | -1 | 14 | 20 | 19 | 1 | -4 | i | 17 | -1
CC1=CC(C)C2C(=O)N(c3ccccc3)C(=O)C2C1 (stereo unspecified) | -59 | 3 | -2 | 23 | 10 | 0 | -4 | i | 17 | 7
CN(CC(=O)Nc1ccccc1Cl)C(=O)COC(=O)c1ccc(Cl)cc1[N+](=O)[O-] | -29 | 13 | -57 | -25 | 28 | 2 | 5 | i | -94* | 2
Cc1nn(Cc2ccccc2Cl)c(C)c1C(=O)NCc1ccco1 | -60 | -1 | -2 | 12 | -13 | 1 | -4 | i | 7 | -3
COc1cccc(C(=O)Nc2ccc(-c3nnc(-c4ccco4)o3)cc2)c1 | -14 | 22 | 3 | -127 | 34 | -1 | -2 | i | 37 | 3
O=[N+]([O-])c1ccc(-c2ccc(/C=N/n3cnnc3)o2)c(Br)c1 | 2 | 0 | 1 | -6 | 2 | -5 | 5 | i | 7 | 8
COc1ccc(NC(=O)CN2C(=O)CSc3ccc(S(=O)(=O)N4CCCC4)cc32)cc1OC | -36 | 1 | -3 | -9 | 15 | 0 | -2 | i | 20 | -1
CC1=C(C)C(=O)N(c2ccc(C(=O)O)cc2)C1=O | -12 | -1 | 1 | -16 | -2 | -2 | 3 | i | 16 | 2
C=CCNC(=O)CN1N=C(c2ccc(C)cc2)CCC1=O | 3 | -1 | 1 | -15 | 5 | 0 | 0 | i | 2 | 1
COc1ccc(C(CNC(=O)Nc2ccccc2)N2CCN(C)CC2)cc1 (stereo unspecified) | -29 | -1 | 2 | 6 | -3 | 2 | 10 | i | 14 | -1
COc1ccc(NC(=O)c2sc3nc(N4CCOCC4)c4c(c3c2N)CC(C)(C)OC4)c(OC)c1 | -52 | -16 | -2 | 6 | 1 | 0 | 4 | i | 16 | 3
CCOC(=O)c1[nH]c2ccc(OC)cc2c1NC(=O)CCN1CCN(Cc2ccccc2)CC1 | -9 | -6 | -2 | -1 | -4 | -2 | -1 | i | -1 | -1
Cc1cccc(C2NC(c3cccc(C)c3)C([N+](=O)[O-])C(C)(C)C2[N+](=O)[O-])c1 (stereo unspecified) | 27 | -5 | -1 | 17 | -6 | -1 | -9 | i | 19 | -2
COc1ccccc1N1CCN(C(=O)c2ccc(NS(=O)(=O)c3ccc(C)cc3)cc2)CC1 | 23 | 4 | 0 | 8 | 5 | -2 | 3 | i | 33 | 2
C/C(CC(=O)NC1CCCCC1)=N\NC(=O)c1ccccn1 | -94 | 17 | 7 | -132 | 30 | 3 | 0 | i | 24 | 0
COC(=O)C1=C(C)N(C)C(C)=C(C(=O)OC)C1c1ccccn1 | 12 | -1 | -2 | 15 | 11 | 4 | 1 | i | 6 | 1
Cc1cc(=O)oc(C)c1C(=O)Nc1ccc2nsnc2c1 | -11 | -1 | · | 9 | -3 | 0 | -5 | i | 14 | -4
C=CCn1c(-c2ccccc2[N+](=O)[O-])n[nH]c1=S | -8 | 5 | 2 | -24 | 17 | -3 | 3 | i | 26 | 4
NNc1nc(-c2ccccc2Cl)nc2sc3c(c12)CCCC3 | -47 | 18 | 1 | -200 | 46 | 3 | 3 | i | 13 | 3
CC1CCCC(C(=O)OCc2ccccc2)N1 (stereo unspecified) | -3 | -14 | -22 | 8 | -38 | -4 | 3 | i | 10 | -2
C=CCn1ncc(OC)c(Cl)c1=O | -9 | -1 | -3 | 2 | -14 | 2 | 0 | i | 14 | -1
O=C1NCCN1c1ccc(CN2CCN(C3CCCCC3)C(CCO)C2)cc1 (stereo unspecified) | -42 | -1 | -2 | 11 | 2 | 2 | 4 | i | 15 | 0
COc1ccc(NC(=O)CN2CCN(c3ccccc3Cl)CC2)cc1 | -21 | -4 | -1 | 8 | -2 | 1 | 2 | i | -4 | 1
COc1ccc(OC)c(/C=C2\S/C(=N/NC(=O)c3ccc4ccccc4c3)NC2=O)c1 | -12 | -5 | 2 | 4 | -12 | 2 | -2 | i | 36 | 2
O=C(COc1ccc(-c2nnco2)cc1)N1CCN(S(=O)(=O)c2ccc3ccccc3c2)CC1 | -41 | -4 | -1 | 25 | -4 | -1 | -2 | i | 41 | 2
Cc1cccc2cc(CN(Cc3ccccc3)C(=O)c3cccc(F)c3)c(Cl)nc12 | -10 | 3 | -2 | 18 | 23 | 2 | -6 | i | 16 | -2
CCN(CC(=O)Nc1cccc(F)c1)Cc1nc2ccccc2c(=O)[nH]1 | -9 | 1 | -2 | 12 | 20 | 0 | -4 | i | 18 | 2
CC(=O)Cc1nsc(NC(=O)C2Cc3ccccc3C(=O)O2)n1 (stereo unspecified) | -25 | 3 | -1 | -6 | -2 | 6 | -7 | i | 8 | -1
Cc1cc(C(=O)NC(C)C2CCCO2)c(C)o1 (stereo unspecified) | -17 | -2 | -4 | 14 | 8 | -6 | -17 | i | 25 | -6
CS(=O)(=O)Nc1cccc(-c2cnc3ccccc3n2)c1 | -125 | 11 | 2 | -153 | 20 | -2 | -3 | i | 21 | -1
c1nc(N2CCOCC2)c2[nH]cnc2n1 | -5 | -2 | 14 | 25 | 20 | -7 | 2 | i | 4 | 1
Cc1cccnc1NC(=O)CCCc1c[nH]c2ccccc12 | 1 | -9 | -2 | 5 | -1 | -1 | 4 | i | 18 | -1
Cc1cccc(NCc2nc(SCC(=O)Nc3ccccc3Br)n[nH]2)c1 | -28 | 1 | -2 | -5 | 2 | 0 | 2 | i | 11 | 2
O=C(CN(Cc1ccccc1)S(=O)(=O)c1ccc(F)cc1)NCc1ccccn1 | 8 | 1 | -1 | 4 | 8 | -3 | 0 | i | 30 | -2
O=c1c(-c2ccccc2Cl)c[nH]n1-c1ccccc1 | -23 | 4 | -1 | -3 | 1 | 3 | -3 | i | -5 | -6
CCOC(=O)COc1ccc(CCNC(C)=O)cc1 | -27 | -4 | -2 | 13 | 12 | -3 | 1 | i | 15 | 6
COc1ccc(NC(=O)c2ccco2)cc1N | -83 | -57* | -2 | -49 | -63 | 4 | 2 | i | 10 | -3
CCOc1cc2c(cc1OCC)C(c1ccc(C(=O)O)cc1)NCC2 (stereo unspecified) | -36 | 1 | 1 | 6 | 8 | 0 | -4 | i | 37 | 1
Cn1cc(Br)c(C(=O)NNC(=O)c2ccccc2)n1 | -8 | 16 | -3 | -34 | 26 | 1 | -2 | i | -12 | 1
COc1cccc(CN2C(=O)C3(C(C#N)=C(N)OC4=C3C(=O)CCC4)c3ccccc32)c1 (stereo unspecified) | -9 | 8 | -2 | 63* | 17 | -3 | 59* | i | 5 | 5
O=C(CN1CCN(C2CCCCC2)CC1)Nc1ccccc1-c1ccccc1 | -19 | -2 | -2 | 11 | -17 | 1 | 2 | i | 13 | -3
CCOC(=O)c1c(NC(=S)NC(=O)/C=C/c2cccs2)sc(C)c1C | -4 | -8 | -1 | -35 | -20 | -3 | -3 | i | 1 | 0
CCc1ccc(C(=O)NNC(=O)c2ccc3c(=O)n4c(nc3c2)CCC4)cc1 | -16 | -3 | -4 | 20 | 3 | -2 | -2 | i | 10 | -3
Cc1ccc(S(=O)(=O)N(CCC#N)CCN2CCCC2)cc1 | -5 | -12 | -1 | 12 | -2 | -5 | 0 | i | 23 | -2
NC(=O)c1c(NC(=O)CN2C(=O)CCC2=O)sc2c1CCCCC2 | 5 | 1 | 17 | -12 | 2 | -8 | -3 | i | 4 | -2
CC12CS(=O)(=O)CC1SC(=S)N2Cc1ccccc1 (stereo unspecified) | -19 | -14 | -4 | -9 | -7 | -1 | 4 | i | 5 | -2
CC(C)c1nc2ccc(NC(=O)C34CC5CC(CC(C5)C3)C4)cc2[nH]1 | -21 | 0 | -3 | -30 | 6 | 1 | 4 | i | 15 | -1
O=C(c1ccccc1)N1CCN=C1SCc1ccc([N+](=O)[O-])cc1 | -4 | 6 | 0 | -6 | 9 | 0 | -3 | · | 31 | 6
CCn1c(SCC(=O)c2ccccc2)nnc1-c1cccs1 | -45 | 25 | 1 | -30 | 26 | -3 | 9 | i | 8 | 2
COc1ccccc1N1CCN(C(=O)CNC(=O)Cn2cnc3sc(C)c(C)c3c2=O)CC1 | -5 | 8 | -2 | 6 | 37 | -1 | 4 | i | 6 | 0
CCCc1cc(=O)[nH]c(SCC(=O)N(CC)Cc2ccccc2)n1 | 0 | 11 | -2 | -6 | 19 | -2 | -1 | i | 9 | -2
